KDM5B inhibitor – KDM5B demethylase inhibition | AID 1347165 | Q9UGL1 | hit rate 2.6% among 220,000 | KDM5B demethylase, FDH-coupled NADH fluorescence (FDH is formaldehyde dehydrogenase) | Potency, µM (doses to about 57.7 µM), for the others: top-dose activity change, negative = inhibition, usual class: inhibitors; active = well fitted inhibition curve with a large enough effect; inconclusive = small, poorly fitted or top-dose-only effect; inactive = no such curve, though single readings can be large or run the other way; note: 0% is about no effect; nearly all actives have a fitted effect of over 70% in size
Target sequence (Q9UGL1 whole entry, looked up): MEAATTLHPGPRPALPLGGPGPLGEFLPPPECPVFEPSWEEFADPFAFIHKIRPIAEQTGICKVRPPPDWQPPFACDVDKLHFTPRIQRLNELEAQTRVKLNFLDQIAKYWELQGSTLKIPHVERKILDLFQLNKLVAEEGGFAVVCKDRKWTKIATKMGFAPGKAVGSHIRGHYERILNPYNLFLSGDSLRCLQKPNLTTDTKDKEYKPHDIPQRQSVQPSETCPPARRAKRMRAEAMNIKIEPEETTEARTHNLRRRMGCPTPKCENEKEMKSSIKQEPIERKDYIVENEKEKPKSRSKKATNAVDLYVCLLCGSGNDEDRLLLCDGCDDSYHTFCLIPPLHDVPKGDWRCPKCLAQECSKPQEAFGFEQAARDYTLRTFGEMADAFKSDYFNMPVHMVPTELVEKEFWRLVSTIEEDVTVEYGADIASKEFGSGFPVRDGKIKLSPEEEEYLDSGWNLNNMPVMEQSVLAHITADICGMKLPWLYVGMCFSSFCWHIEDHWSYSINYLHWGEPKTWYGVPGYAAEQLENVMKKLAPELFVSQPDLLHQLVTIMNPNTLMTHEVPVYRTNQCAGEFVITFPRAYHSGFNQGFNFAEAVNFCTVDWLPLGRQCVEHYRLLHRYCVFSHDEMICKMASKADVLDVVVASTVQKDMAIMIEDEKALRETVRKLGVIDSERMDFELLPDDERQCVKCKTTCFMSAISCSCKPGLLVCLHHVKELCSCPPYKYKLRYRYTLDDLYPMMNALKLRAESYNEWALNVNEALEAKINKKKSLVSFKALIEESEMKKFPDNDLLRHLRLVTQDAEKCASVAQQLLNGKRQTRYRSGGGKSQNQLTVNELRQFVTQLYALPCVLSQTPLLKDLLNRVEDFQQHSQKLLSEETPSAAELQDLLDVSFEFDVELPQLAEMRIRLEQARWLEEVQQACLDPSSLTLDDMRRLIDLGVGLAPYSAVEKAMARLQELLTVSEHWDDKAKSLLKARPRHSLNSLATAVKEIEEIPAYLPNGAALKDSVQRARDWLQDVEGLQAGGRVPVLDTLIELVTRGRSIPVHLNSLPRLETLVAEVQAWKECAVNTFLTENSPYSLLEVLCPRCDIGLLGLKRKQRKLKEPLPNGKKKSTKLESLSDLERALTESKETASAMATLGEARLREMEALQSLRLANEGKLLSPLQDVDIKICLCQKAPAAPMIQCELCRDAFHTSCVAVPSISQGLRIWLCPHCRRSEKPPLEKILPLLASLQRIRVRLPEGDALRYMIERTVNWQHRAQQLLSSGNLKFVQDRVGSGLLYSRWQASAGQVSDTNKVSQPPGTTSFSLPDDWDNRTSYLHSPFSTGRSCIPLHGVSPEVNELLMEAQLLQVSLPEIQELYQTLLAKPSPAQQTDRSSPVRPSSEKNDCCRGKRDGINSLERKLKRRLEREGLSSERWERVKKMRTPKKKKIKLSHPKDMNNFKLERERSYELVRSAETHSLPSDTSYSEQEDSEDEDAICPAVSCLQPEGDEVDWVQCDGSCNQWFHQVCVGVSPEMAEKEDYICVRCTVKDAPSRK
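Here, H3K4me3 peptide (12.5 µM in substrate mix) is demethylated by KDM5BΔAP, 200 nM final, after 10 min compound exposure. Formaldehyde product is coupled through FDH (0.25 U/mL in mix) to NADH fluorescence; 30-min ΔRFU feeds dose-response curves.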
* marks the source's active call; other numbers are inactive results; ? = inconclusive; & = joins results of further samples; [ ] = another dose, or the depositor's remark. Potency is the fitted concentration of half-maximal effect. Some of the compounds tested (hit frequency here may not be typical).

| Molecule | KDM5B inhibitor |
| --- | --- |
| Cc1ccc(S(=O)(=O)N2CCOCC2)cc1C(=O)OCC(=O)NCCc1ccccc1 | 26.7% |
| COCCn1c(C)c(C)c(S(=O)(=O)c2ccc(F)cc2)c1NC(=O)C(C)C | 16.5% |
| CCc1ccc2oc(C(=O)NCC(c3ccc(Cl)cc3)N3CCOCC3)c(C)c2c1 (stereo not drawn) | ? |
| CC1=NOC(C(=O)N2CCOc3c(O)cc(-c4nc(C)cnc4C)cc3C2)C1 (stereo not drawn) | 11.8% |
| O=C(CCCCCCCCN1C(=O)c2ccccc2C1=O)N1CCOCC1 | 19.1% |
| Cc1ccc(-c2noc([C@@H]3C[C@H](NS(=O)(=O)Cc4ccccc4)CN3C)n2)cc1 | -28.6%[86.2 µM] |
| CCCSc1ncc(Cl)c(C(=O)Nc2ccc(S(=O)(=O)N3CCCCC3CC)cc2)n1 (stereo not drawn) | 2.2% |
| CCN(CC)C(CNS(=O)(=O)c1ccccc1)c1ccsc1 (stereo not drawn) | -2.7% |
| COc1cccc(CN2CCCC(c3nc(C(C)C)no3)CCNC(=O)CC2)c1 (stereo not drawn) | ? |
| COc1ccc(C2Cn3nnc(-c4nc(-c5cccc(C)c5)no4)c3CO2)cc1 (stereo not drawn) | ? |
| CN(CCOC(=O)c1ccccc1F)C(C)(C)C | -7.7% |
| CC1=C[C@@H](CNC(=O)NC2CCCCC2)[C@H](C(C)C)C[C@H]1Cc1nc2ccc(C)cc2[nH]1 | 15.5%[86.2 µM] |
| CCN1CCN(c2ncnc3scc(-c4ccc(C)c(C)c4)c23)CC1 | -9.0% |
| Clc1cc(Cl)cc(CNCCN2CCCC2)c1 | -5.7% |
| COC[C@@H]1CN(C(=O)c2cn3ccccc3n2)C[C@H]1c1nc(C)no1 | 20µM* |
| O=C(Nc1ccc2c(N3CCCCC3)ncnc2c1)c1cc(F)cc(F)c1 | ? |
| CSc1ccc(/C=N/N(C)S(=O)(=O)c2ccc(C)cc2)cc1 | 13.7% |
| CCOC(=O)c1c(S(=O)(=O)NCC(=O)N2CCC3(CC2)OCCO3)c(C)n(C)c1C | 7.7% |
| C=CCN1CC(C(=O)NCc2cccnc2Oc2ccc(C)nc2)CC1=O (stereo not drawn) | ? |
| Cc1cc(OC(C)C(=O)NCCCN2CCOCC2)c2c(C)c(C)c(=O)oc2c1 (stereo not drawn) | ? |
| CC1CCCCN1S(=O)(=O)c1ccc(C(=O)Nc2sc3c(c2C(N)=O)CC(C)(C)NC3(C)C)cc1 (stereo not drawn) | -3.7% |
| CC1=C(C(=O)OC2CCCCCC2)C(c2ccc(Cl)cc2)CC(=O)N1 (stereo not drawn) | -6.9% |
| Cc1ccc(C(=O)C(C)OC(=O)c2n[nH]c(=O)c3ccccc23)cc1 (stereo not drawn) | 8.8% |
| O=C(NC1CCN(C(=O)N2CC3CC(C2)[C@H]2CCCC(=O)N2C3)CC1)C1CCC1 (stereo partly drawn) | 7.3% |
| Cc1onc(-c2cnn(C)c2NCCc2ccccc2)c1C(=O)N1CCC(F)(F)CC1 | 13.7%[86.2 µM] |
| Cc1n[nH]c(C)c1-c1nc2c([nH]1)CNCC2 | 21.3% |
| Cc1cccc(N2CCN(C(=O)c3ccc(Nc4nc5ccccc5n5nnnc45)cc3)CC2)c1C | 0.7% |
| O=C(c1ccccc1Cl)N(Cc1ccco1)Cc1ccco1 | 3.9% |
| CCOc1ncccc1C(=O)NC(C)c1cnc(-c2ccncc2)nc1C (stereo not drawn) | 20.4% |
| O=C(Cc1ccc(F)cc1)NC1CC(=O)N(c2ccc3c(c2)OCCO3)C1 (stereo not drawn) | -13.5% |
| COc1cccc(-c2ccc(CN)cc2)c1 | 12.7%[149 µM] |
| CC(=O)c1cc(-c2ccc(F)cc2)n(CC(=O)Nc2cc(C)cc(C)c2)c1C | -5.2% |
| CCCCc1noc(C(C)N2CCC(c3ccnn3CCO)CC2)n1 (stereo not drawn) | 15.3% |
| Cc1ccc(NC(=O)C2CCN(c3nnc(-n4cccc4)s3)CC2)cc1Cl | 13.0%&-25.0% |
| Cc1ccc(CN2CC3(Cc4ccccc4C(=O)N3)C2)cc1 | 14.4%[149 µM] |
| CCCCN(CCCC)CCn1cnc2c([nH]c3ccc(OC)cc32)c1=O | ? |
| NC(=O)Cn1c(=O)n(CCCCCC(=O)NCc2ccccc2Cl)c(=O)c2sccc21 | 1.6% |
| Cc1occc1C(=O)Nc1ccc(SC2CCCC2)cc1 | -7.1% |
| Cc1cc(C)cc(NC(=O)Cn2c(=O)c(-c3noc(C)n3)c3n(c2=O)CCCCC3)c1 | -9.3% |
| CCCC(=O)N/C(N)=N/c1nc(C)c2cc(C)ccc2n1 | -14.9% |
| CCOc1ccccc1NC(=O)CN(c1cc(C)cc(C)c1)S(=O)(=O)c1c(C)nn(C)c1C | -19.2% |
| COC(=O)c1ccc(C)c(NS(=O)(=O)c2ccc3ccccc3c2)c1 | -19.9% |
| CCCCn1nc(C(=O)N(C)Cc2ccccc2N2CCCCC2)c2ccccc2c1=O | -22.0% |
| CCCCOc1ccc(CNC(=O)Cc2ccc(NC(=O)N3CCCCc4ccccc43)cc2)cc1 | 3.5% |
| Cc1cc(C)c(-c2n[nH]c3c2C(c2ccccc2F)N(CCO)C3=O)c(O)c1 (stereo not drawn) | -13.4% |
| CCN(CC)S(=O)(=O)c1ccc2c(c1)nc(CN(C)C(=O)Nc1ccc(C)c(Cl)c1)n2C | -4.8% |
| Cc1cc(C)c(NC(=O)C23CC4CC(C2)CC(c2ccccc2)(C4)C3)c(Cl)c1 | 8.2% |
| O=C(O)C[C@@H]1CCN(C(=O)c2ccccc2)C[C@@H]1CC1=NCCc2cc(F)ccc21 | ? |
| COc1ccc(N2CC(NC(=O)c3ccc(S(=O)(=O)N4CCOCC4)cc3)CC2=O)cc1OC (stereo not drawn) | -5.3% |
| CN(Cc1cccc(F)c1)C(=O)CCCc1c[nH]c2ccccc12 | -0.3% |
| Cn1cc(CN2CCNc3cc(Nc4ccccc4)ncc3C2)cn1 | -14.2%[86.2 µM] |
| CCN(CC)C(=O)CCc1nc(C2CCCN2C(=O)c2ccccc2)no1 (stereo not drawn) | -6.6% |
| O=C(Nc1ccc(Nc2ccncc2)cc1)c1ccc([N+](=O)[O-])cc1 | 6.8% |
| O=C(Nc1ccccc1-c1ccccc1)c1ccccc1C(F)(F)F | 8.1% |
| CCCN(CCC)CCCNC(=O)C1CCCN(Cc2nc(-c3ccc(Cl)cc3)oc2C)C1 (stereo not drawn) | -37.5% |
| Cc1noc(C)c1C(=O)N1Cc2ccccc2OC2(CCN([S+](C)(=O)[O-])CC2)C1 | 0.0%[115 µM] |

Other entries follow:
| Molecule | KDM5B inhibitor |
| --- | --- |
| COC(=O)c1ccc(Oc2nc(N(C)C)nc(N3CCCCC3)n2)cc1 | 10.8% |
| O=C(NC1CCN(c2cc(-c3cccs3)[nH]n2)CC1)c1cc(Cl)ccc1F | -17.7% |
| FC(F)(F)c1ccc(CN2CC[C@H](c3nnc(-c4ccccc4)o3)C2)cc1 | ? |
| COCc1ccc2c(c1)c(OC(C)(C)C(=O)NC1CCN(C)CC1)nn2CCC(C)C | 35.5µM* |
| CC(C)=CCN1CCN(C/C(Cl)=C/c2ccccc2)CC1CCO (stereo not drawn) | 17.3% |
| O=C(Nc1ccc(Br)cc1)c1nc2ccccc2nc1N1CCCCC1 | 7.4% |
| CCC(C(=O)Nc1ccccc1OCc1cc(=O)n2cccc(C)c2n1)c1ccccc1 (stereo not drawn) | 10.3% |
| CC(C(c1ccc2c(c1)OCO2)c1c(N)n(C)c(=O)n(C)c1=O)[N+](=O)[O-] (stereo not drawn) | -4.4% |
| COc1ccc(Cc2nc3c4c(ncn3n2)Oc2cc(O)ccc2C4c2ccc(OC)cc2)cc1 (stereo not drawn) | 4.7% |
| CC(=O)c1c(C)oc2c1cc(NS(=O)(=O)c1c(C)cc(C)cc1C)c1ccccc12 | 0.4% |
| COC(=O)Cn1c(Br)nc2c1c(=O)n(C)c(=O)n2C | 16.8% |
| CCc1ccc(N2C(=O)c3c(C(=O)OC)ncn3CC2(C)C(=O)NC2CCCCCC2)cc1 (stereo not drawn) | -1.1% |
| CCOc1ccc(C2c3c(-c4ccccc4O)n[nH]c3C(=O)N2Cc2ccncc2)cc1 (stereo not drawn) | -10.9% |
| O=C(NCCc1cnc[nH]1)C1CCCN(C2CCOCC2)C1 (stereo not drawn) | -11.3% |
| Cc1ccc(CNC(=O)CN2C(=O)NC3(CCOCC3)C2=O)cc1 | -28.2% |
| CCc1noc([C@@H]2CC(F)(F)CN2C(=O)c2ccnn2C)n1 | -7.1% |
| O=C(NCc1ccc(Br)cc1)c1nnn2c1COC(c1ccc(Cl)cc1)C2 (stereo not drawn) | -28.6% |
| O=C(COc1ccc(S(=O)(=O)N2CCCC2)cc1Cl)NCc1cccnc1 | -7.1% |
| Cc1ccc(C(C)(C)C)c(OCC(=O)NCCc2nc3ccccc3[nH]2)c1 | 4.0% |
| Cc1nc(C(=O)N2CC[C@H](NS(=O)(=O)c3cn(C)cn3)C[C@H]2C(=O)N[C@H](Cc2ccccc2)C(N)=O)cs1 | -1.1% |
| COc1ccc(C2Cn3cnc(C(=O)N4CCC(C(=O)Nc5ccc(Cl)cc5)CC4)c3CO2)cc1 (stereo not drawn) | 20.3% |
| CCOc1ccccc1N1CC(c2nc3ccccc3n2CCOc2ccccc2OC)CC1=O (stereo not drawn) | -54.6% |
| COc1ccc(C(CNC(=O)c2ccc(NS(=O)(=O)c3ccc(F)cc3)cc2)N2CCOCC2)cc1 (stereo not drawn) | -9.7% |
| O=C(NCc1ccc(Cl)cc1)C(=O)Nc1ccc(Cl)c(C(F)(F)F)c1 | 16.9% |
| O=C(NC(Cc1ccccc1)C(=O)N1CCN(c2ccccc2)CC1)c1ccco1 (stereo not drawn) | -7.6% |
| COCCOC1CN(C2CCN(C(=O)C3CCOCC3)CC2)C12CCCCC2 (stereo not drawn) | -3.5% |
| CCCS(=O)(=O)c1c(S(=O)(=O)CCC)c2cc(C(C)(C)C)ccn2c1C(=O)c1ccc(OC)c(OC)c1 | 5.1% |
| COc1ccc(C(CNC(=O)c2n[nH]c(=O)c3ccccc23)N(C)C)cc1 (stereo not drawn) | 7.6% |
| Cc1ccc(C2Cn3nnc(C(=O)N4CCN(C(=O)c5ccc(C(C)(C)C)cc5)CC4)c3CO2)cc1 (stereo not drawn) | -8.9% |
| COc1ccc(C(=O)Nc2ccc(-c3noc([C@@H]4CCCN4CC4CCCCC4)n3)cn2)cc1 | 31.6µM* |
| Cc1ccc2occ(-c3cc(-c4ccccc4)nc4c3COc3ccccc3-4)c(=O)c2c1 | 10.9% |
| CCOc1ccc(CNC(=O)c2cnc3sc(N(CC)CC)nn3c2=O)cc1 | ? |
| O=C(c1ccc(Cl)nc1)N1CCc2nc(-c3ccccc3)nc(-c3ccc(Cl)cc3)c2C1 | -12.4% |
| CCCCCCCCOc1ccc(C(=O)Oc2ccc(C#N)cc2)cc1 | 2.7% |
| CCOC(=O)C1=C(CNCc2ccc(C)cc2)NC(=O)NC1c1cc(C)ccc1C (stereo not drawn) | -2.9% |
| O=C(Cn1ccc2cc(Cl)ccc21)Nc1ccc2c(c1)OCO2 | 6.7% |
| CCc1nc(C)sc1CN1CCCn2nc(CCC(=O)O)cc2C1 | ? |
| CN1Cc2nnn(Cc3ccccc3)c2-c2cc(N3CCCCC3)ccc2S1(=O)=O | 29.5% |
| CSCC(=O)N1C[C@@H](NC(=O)NC(C)C)C[C@H]1C(=O)N(C)CC(N)=O | 15.4%[86.2 µM] |
| O=C(CCS(=O)(=O)c1nc(-c2ccc3c(c2)OCO3)cc(C(F)(F)F)n1)Nc1ccc(F)cc1F | ? |

Structures listed above marked active in KDM5B inhibitor:
| Molecule | KDM5B inhibitor |
| --- | --- |
| COC[C@@H]1CN(C(=O)c2cn3ccccc3n2)C[C@H]1c1nc(C)no1 | 20µM* |
| COCc1ccc2c(c1)c(OC(C)(C)C(=O)NC1CCN(C)CC1)nn2CCC(C)C | 35.5µM* |
| COc1ccc(C(=O)Nc2ccc(-c3noc([C@@H]4CCCN4CC4CCCCC4)n3)cn2)cc1 | 31.6µM* |

The listing continues:
| Molecule | KDM5B inhibitor |
| --- | --- |
| Fc1ccc(OCc2nnc(-c3ccccc3Br)o2)c(Cl)c1 | 7.6% |
| COc1ccc2c(c1)cc(C(=O)N1Cc3[nH]cnc3CC1C(=O)O)n2C (stereo not drawn) | 17.8µM* |
| O=c1c2c(nc3cc(-c4ccccc4)[nH]n13)CCN(S(=O)(=O)c1ccccc1Cl)C2 | ? |
| CCc1ccccc1NC(=O)N1CCc2cc(OC)c(OC)cc2C1CC(=O)OC (stereo not drawn) | 26.8% |
| Cc1ccc(-c2nn(CC(=O)NC3CCCCC3)c3c2cnc2ccc(F)cc23)cc1C | -28.5% |
| CCOc1ccc(C(=O)N2CCN(C3CCN(C)C3=O)CC2)cc1OCC (stereo not drawn) | 0.8% |
| CC(C)CCNC(=O)c1ccc2c(c1)CC(=O)N2Cc1ccccc1 | -2.4% |
| O=[N+]([O-])c1cccnc1Sc1ccccc1Cl | -21.1% |
| CCOCCCNC(=O)c1cn2c3c(ccc(Cl)c3c1=O)OC(C)C2 (stereo not drawn) | ? |
| O=C(Cc1ccc(F)cc1)N1CCN(C(=O)c2nnn3c2COC(c2ccccc2)C3)CC1 (stereo not drawn) | -5.1% |
| CC(C)N(Cc1ccccc1)C(=O)COC(=O)c1c(F)cccc1F | 7.0% |
| Cc1ccc2onc(CC(=O)N3CCN(c4ccccc4)CC3)c2c1 | ? |
| Cc1nc2cc(-c3cccc(F)c3)nn2c(C)c1CCC(=O)NC(C)c1ccccc1 (stereo not drawn) | ? |
| CCOc1ccc(CNC(=O)c2cnc(SC)nc2C)cc1 | -5.7% |
| COC(=O)c1ccc(OCC(=O)c2ccc3c(c2)OCO3)c(OC)c1 | 26.0% |
| COc1ccc(-c2noc([C@@H](C)NCC3CCCCC3)c2C(=O)O)cc1 | -6.7%[86.2 µM] |
